# FBPA coupling cs = counter-screen for Giardia aldolase inhibitors: coupling enzyme system | coupling enzyme system counterscreen, AmpLite Red fluorescence | activity change, negative = inhibition, % at 58.2 µM, hits read low | hit rate 0.67% among 290,000 | AID 2472; in the data active = activity change below about -30%; note: % is set by controls: 0 for no effect and ±100 for the full control effect
#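 Counterscreen of the coupled detection system alone, without aldolase: glyceraldehyde-3-phosphate coupling enzymes plus AmpLite Red readout. Compounds at 57.5 uM final, 10 min RT preincubation, 20 min RT reaction, fluorescence 525/598 nm.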
# TCR activator = activates T cell receptor signaling; 330,000 tested, under 10 active; Potency, µM (highest dose often 9.22 µM), for inactives: at the top dose activation of IL-2 secretion, actives largely listed as activators; primary human leukocytes, anti-CD3, IL-2 HTRF, 48 h; AID 504894; note: % of control where 0% means no effect
#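 IL-2 produced over 48 hr by a-CD3 bead-stimulated primary human leukocytes exposed to compounds was detected with a homogeneous time-resolved FRET immunoassay, 665nm acceptor signal after 320nm excitation.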
# Tb PFK inh = inhibitors of T. brucei phosphofructokinase; T. brucei PFK, ADP-Glo luminescence; Potency, µM (series often up to 57.5 µM), for the others: at the top dose activity, negative = inhibition, actives largely listed as inhibitors; hit rate 0.17% among 330,000; O15648;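 note: potency is the fitted concentration of half-maximal effect; 0% = uninhibited 1x PFK enzyme wells and -100% = no-enzyme wells; nearly all actives have a fitted effect of over 60% in size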
# Target sequence (O15648 whole entry, looked up): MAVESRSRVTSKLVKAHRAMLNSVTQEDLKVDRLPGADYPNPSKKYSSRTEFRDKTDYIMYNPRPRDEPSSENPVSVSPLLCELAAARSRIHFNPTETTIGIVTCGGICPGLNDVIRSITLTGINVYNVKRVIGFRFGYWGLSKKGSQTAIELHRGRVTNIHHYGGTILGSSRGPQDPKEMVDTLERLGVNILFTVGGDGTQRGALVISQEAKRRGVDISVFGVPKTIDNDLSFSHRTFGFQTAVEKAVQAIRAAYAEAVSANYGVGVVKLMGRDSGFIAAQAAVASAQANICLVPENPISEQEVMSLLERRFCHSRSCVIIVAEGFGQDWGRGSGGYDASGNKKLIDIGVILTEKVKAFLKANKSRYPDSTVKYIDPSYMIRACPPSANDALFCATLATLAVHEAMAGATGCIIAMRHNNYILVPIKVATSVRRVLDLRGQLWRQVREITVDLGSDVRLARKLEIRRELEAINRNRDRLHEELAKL
#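 Luminescent ADP detection (ADP-Glo, two-step: ATP depletion then ADP-to-ATP conversion for luciferase) reported PFK activity after 45 min room-temperature reaction of 1.25 nM enzyme with 0.5 mM F6P and 0.1 mM ATP at pH 8.0.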
# CXXC DNA block = blocks binding of human MLL CXXC domain to DNA. MLL-CXXC / FITC-HOXA9 DNA fluorescence polarization. Q03164. Potency, µM (series often up to 115 µM), without a hit: at the top dose activity change, negative = inhibition, hits mostly inhibitors. hit rate 0.037% among 290,000; active = well fitted inhibition curve with a large enough effect in the polarisation, with a control signal flat, not every such curve was filed as active; inconclusive = small, poorly fitted or top-dose-only effect, or effect the other way, or a change in a side signal; inactive = no such curve, though single readings can be large or run the other way; the % refers to the polarisation; note: potency is the fitted concentration of half-maximal effect
#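 Steps: dispense CXXC domain solution (7 uM) → pin compounds or unlabeled HOX-A9 DNA control → 5 min ambient → add FLSN-HOX-A9 solution (50 nM) → spin → 30 min ambient → fluorescence polarization. Tris pH 7.5/NaCl/DTT/BSA buffer.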
# Giardia killer = kills Giardia lamblia | Giardia lamblia trophozoite viability | activity change, % at 7.66 µM, hits read low | hit rate 0.15% among 340,000 | AID 540267; in the data active = activity change below about -80%; inconclusive = between about -30% and that limit;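 note: parasites exposed to compound for two days anaerobically before the ATP read; % is set by controls: 0 for no effect and ±100 for the full control effect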
#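 ATP-content bioluminescence gauges trophozoite survival. Cells (100/well) receive compound and incubate anaerobically for 48 hrs at 37 deg C; detection reagent follows for 15-30 min at room temperature.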
# AT treatment = potential ataxia-telangiectasia treatments restoring KAP-1 phosphorylation. hit rate 0.19% among 320,000. Potency, µM (series often up to 57.5 µM), for inactives: at the top dose activation, hits mostly activators. AID 485349. […] A-T fibroblasts, KAP-1 phosphorylation AlphaLISA; neocarzinostatin DNA damage 30 min before lysis; note: potency is the fitted concentration of half-maximal effect; % of control where 0% means no effect; nearly all actives have a fitted effect of over 45% in size
#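 ATM-like activity read as KAP-1 phosphorylation via AlphaLISA donor/acceptor antibody pairs after lysis and 6 hr at 25C. Cells were ATM-null patient fibroblasts ([…], hTERT), dosed 60 min, then exposed to the DSB inducer NCS for 30 min.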
# GALK inh = galactokinase (human) inhibition | Purified GALK, Kinase-Glo residual ATP luminescence | P51570 | Potency, µM (series often up to 57.5 µM), for the others: at the highest dose activity change, negative = inhibition, usual class: inhibitors | hit rate 0.007% among 270,000 | AID 1868; note: potency is the fitted concentration of half-maximal effect; % is set by controls: 0 for no effect and ±100 for the full control effect
# Target sequence (P51570 whole entry, looked up): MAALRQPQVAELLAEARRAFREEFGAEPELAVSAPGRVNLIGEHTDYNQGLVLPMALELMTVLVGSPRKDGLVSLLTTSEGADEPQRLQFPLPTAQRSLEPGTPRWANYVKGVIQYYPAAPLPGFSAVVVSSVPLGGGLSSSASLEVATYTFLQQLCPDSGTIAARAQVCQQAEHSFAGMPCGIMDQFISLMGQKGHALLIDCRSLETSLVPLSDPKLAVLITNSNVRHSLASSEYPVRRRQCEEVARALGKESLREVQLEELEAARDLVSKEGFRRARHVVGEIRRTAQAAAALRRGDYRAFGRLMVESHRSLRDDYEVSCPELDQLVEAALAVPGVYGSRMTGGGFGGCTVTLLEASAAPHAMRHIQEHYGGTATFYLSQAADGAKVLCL
#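 Compounds were pin-transferred into ATP buffer (35 uM final), then GALK plus galactose (5 nM, 100 uM final) was added. After 1 h at room temperature, Kinase-Glo Plus was added and luminescence read after 10 min.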
# BCR signal inh = blocks chronic active B-cell receptor signaling | Potency, µM (top dose mostly 46.1 µM), for inactives: at the highest dose ratio change, negative = lower green/red ratio, usual class: inhibitors | ABC-DLBCL IkBa-CBG/CBR reporter, luminescence ratio, 4 h | hit rate 0.05% among 340,000; active = well fitted inhibition curve with a large enough effect in the signal ratio, with a control signal flat, not every such curve was filed as active; inconclusive = small, poorly fitted or top-dose-only effect, or effect the other way, or a change in a side signal; the % refers to the signal ratio;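 note: potency is the fitted concentration of half-maximal effect; plate controls were basal doxycycline-induced cells for no effect and cells given 10 µM MG132 for full effect; MG132 reads +100%, hits lower the ratio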
#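 Concentration-response series (up to 46 uM) were applied to TMD8 dual-reporter cells for 4 h at 37C with doxycycline. Green/red ratio, after filter-overlap correction, defined %Activity; red signal alone was normalised to basal cells and zero luminescence.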
# TSHR antag = blocks TSH signaling through the human TSH receptor. TSHR-expressing cells, TSH-stimulated cAMP HTRF, 2 h; stronger effect = lower value. activity change, negative = inhibition, % at 11.5 µM. hit rate 0.2% among 330,000;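 active = activity change below a set negative limit, meaning inhibition stronger than a set level, cut at about -70% in these data; inconclusive = activity change between two set negative limits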; note: % is set by controls: 0 for no effect and ±100 for the full control effect
#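 Freshly harvested TSHR cells receive pin-tooled compound, then EC80 TSH at 4nM final. After 2 hours at 37 deg C, antibody in lysis buffer and cAMP-d2 are added; 30 minutes at ambient temperature precede the HTRF read.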
# hERG WT inh = blocks the wildtype human KCNH2 potassium channel. Q12809. U2OS, BacMam KCNH2, thallium flux FluxOr; stronger effect = lower value. activity change, % at 1.84 µM. hit rate 0.37% among 340,000;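 active = maximum activity change below -70%; inconclusive = maximum activity change between -70% and -50%; inactive = maximum activity change above -50%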; note: % is set by controls: 0 for no effect and ±100 for the full control effect
#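 U2OS cells were transduced with wild-type KCNH2 virus (2.03 x 10^8 / mL) for 4 h at room temperature, then cultured overnight at 37 C. Thallium flux was read with FluxOr dye. Rate constants were normalized to DMSO controls.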
# Starred values were filed as active, the others as inactive; ? = inconclusive; . = not tested or not shown; & = joins results of further samples; [ ] = remark or other dose. Unless noted, calls come from the whole dose curve; as a rule, active = well fitted curve in the direction sought with a large enough effect; inconclusive = small, poorly fitted or top-dose-only effect, or another doubt; inactive = no such curve, though single readings can be large; an effect the other way counts as inactive or inconclusive.
SMILES,FBPA coupling cs,TCR activator,Tb PFK inh,CXXC DNA block,Giardia killer,AT treatment,GALK inh,BCR signal inh,TSHR antag,hERG WT inh
CC(=O)c1cc2c(cc1NC(=O)c1c(-c3ccccc3)noc1C)OCO2,0,2%,-1%,17%,-15,-3%,-1%,?,-9,0
CCOC(=O)Cn1ncc2c(=O)oc3ccccc3c21,2,-3%,0%,7%,-7,0%,-2%,3%,4,-19
CCN(CC)S(=O)(=O)c1cccc(C(=O)Nc2ccc(C#N)cc2)c1,0,0%,-2%,-4%,27,2%,2%,2%,-23,0
Cn1c(SCc2cnc(-c3ccccc3)s2)nnc1C1COc2ccccc2O1 (stereo not drawn),1,-4%,0%,11%,-11,.,3%,13%,5,25
CCCCSc1c(C)c2cc3c(cc2[nH]c1=O)OCO3,0,.,-9%,-1%,-15,3%,0%,0%,3,7
CC(Nc1cc(=O)n(C)c(=O)n1C)c1ccccc1 (stereo not drawn),0,1%[46.1 µM],0%,-2%,-6,2%,0%,-1%,1,-10
Cc1ccc(N=c2c([N+](=O)[O-])nn(-c3ccc4c(c3)OCCO4)n2O)c(Cl)c1,-1,.,0%,1%,.,2%,0%,?,-7,.
CC(Sc1nncs1)C(=O)Nc1ccc2c(c1)OCO2 (stereo not drawn),0,0%,-1%,1%,-11,0%,0%,-1%,-5,-3
CCCCCCC(=O)Nc1ccc(Cl)cn1,0,1%,.,-9%,15,.,-2%,.,.,-5
Cc1ccc(C(=O)NNC(=O)C2CC2)cc1Br,.,-3%,0%,7%,-4,16%,2%,1%,6,3
COCCNC(=O)C(=O)Nc1cc2c3c(c1)CC(=O)N3CCC2,.,4%,-4%,7%,?,-5%,2%,-12%,1,14
CC(=O)N/C(=C\c1ccccc1)C(=O)Nc1ccc(O)cc1,-3,-8%,0%,2%,12,-3%,1%,-16%,-2,2
Cc1ccc(Cl)cc1N(CC(=O)NCc1ccc2c(c1)OCO2)S(C)(=O)=O,3,12%,-8%,22%,0,0%,1%,7%,-1,-8
O=S(=O)(c1ccccc1)N(CC1CO1)c1ccccc1 (stereo not drawn),3,0%,-1%,14%,-3,0%,-2%,2%,2,-2
O=C(CSc1ccccc1F)NCCN1C(=O)CSC1=O,.,3%,-2%,.,16,4%,.,0%,-15,-2
Cc1ccc(NC(=O)c2ccc(=O)[nH]n2)cc1C,3,0%,24%,2%,-3,31%,.,?,12,-2
CNC(=O)[C@@]1(Cc2ccccc2)C=C[C@@H](C)N1C(C)=O,0,-2%,.,.,-12,.,.,.,.,-3
O=C(c1cccc([N+](=O)[O-])c1)c1ccc2c(c1)OCCOCCOCCO2,2,2%,0%,-3%,-14,18%,-4%,2%,7,-2
COc1ccc(C2(O)CCN(C(=O)NC3CCCCC3)CC2)cc1,4,0%,-6%,0%,7,-2%,1%,?,-4,-1
COC(=O)Nc1nc2ccc(Br)cc2s1,0,6%,-3%,2%,10,1%,11%,?,-5,-4
Cc1cccc(C)c1NC(=O)CN(C)C(=O)c1cccc(S(=O)(=O)N2CCN(c3ccccc3)CC2)c1,4,1%,-3%,-4%,-14,2%,-7%,0%,4,-4
Cc1ccc(C(=O)Nc2ccccc2C(=O)NCc2ccco2)cc1S(=O)(=O)N1CCCCC1,-2,-4%[46.1 µM],1%,-11%,-7,1%,-3%,9%,-13,-39
CSCCC1NC(=O)N(CC(=O)Nc2ccc(N3CCCCC3)cc2)C1=O (stereo not drawn),3,2%,-1%,4%,0,9%,0%,0%,-4,7
O=Nc1c(-c2ccccc2)cc2ccccn12,6,-7%,-6%,-4%,7,-5%,9%,?,-18,11
COc1ccc(NC(=O)CN2C(=O)COc3ccc(S(=O)(=O)N4CCCCC4)cc32)c(OC)c1,2,-5%,4%,-2%,-16,5%,11%,-3%,-3,-2

# Looked up one by one from the entries so far:
SMILES,FBPA coupling cs,TCR activator,Tb PFK inh,CXXC DNA block,Giardia killer,AT treatment,GALK inh,BCR signal inh,TSHR antag,hERG WT inh
Cc1ccc(C(=O)Nc2ccccc2C(=O)NCc2ccco2)cc1S(=O)(=O)N1CCCCC1,-2,-4%[46.1 µM],1%,-11%,-7,1%,-3%,9%,-13,-39
COc1ccc(NC(=O)CN2C(=O)COc3ccc(S(=O)(=O)N4CCCCC4)cc32)c(OC)c1,2,-5%,4%,-2%,-16,5%,11%,-3%,-3,-2

# (continued)
SMILES,FBPA coupling cs,TCR activator,Tb PFK inh,CXXC DNA block,Giardia killer,AT treatment,GALK inh,BCR signal inh,TSHR antag,hERG WT inh
O=C(CS(=O)(=O)c1ccc2ccccc2c1)N1CCCCCC1,3,5%,-3%,7%,-12,1%,5%,?,0,-21
Cc1nc(CCNC(=O)c2cccs2)cs1,-3,0%[46.1 µM],0%,18%,20,2%,-2%,-15%,10,-19
Cc1nc2ccccc2c(=O)n1/N=C/c1ccc(OC(F)F)cc1,1,-4%,-8%,?,-5,7%,5%,3%,5,-6
Cc1nc2oc3c(=O)[nH]cnc3c2c2c1COC(C)(C)C2,0,0%,-24%,-1%,-14,-1%,1%,18%,-5,26
Cc1cc(S(=O)(=O)N2CCC(N3CCCCC3)CC2)ccc1-n1cnnn1,5,1%,2%,-6%,11,.,.,-2%,17,29
O=C(COc1ccccc1F)OCC(=O)N1CCc2ccccc21,.,-4%,0%,.,-18,-5%,.,1%,-6,0
O=C(CCn1nnc2ccccc2c1=O)N[C@H](C(=O)O)c1ccccc1,4,1%,0%,-2%,-1,8%,6%,6%,-7,-11
COc1cccc(CNC(=O)C2CCN(S(=O)(=O)N3CCC(C)CC3)CC2)c1,2,-2%,-1%,2%,-2,2%,6%,13%&-10%,2,1
Cc1cc(C)cc(NC(=O)Cn2nnc(C(=O)NCCc3ccccc3)c2N)c1,2,-1%,4%,14%,-9,-1%,9%,-1%,-1,-8
CCc1ccc(NC(=O)C2CCN(c3ncnc4c3nc3n4CCCCC3)CC2)cc1,0,-3%,0%,18%,-26,1%,5%,-15%,27,1
COc1cccc(OC)c1OCCNCC1CSc2ccccc2O1 (stereo not drawn),.,-6%,.,19%,6,.,.,.,-12,18
COc1ccccc1C(CNC(=O)c1cccc(NS(=O)(=O)c2ccc(C)c(F)c2)c1)N1CCCC1 (stereo not drawn),.,-1%,0%,.,-1,5%,.,6%,-5,21
CC(=O)c1cccc(NC(=O)COc2nsnc2N2CCOCC2)c1,2,1%,-2%,-10%,3,2%,2%,-15%,-4,-4
CCOc1ccc(CNC(=O)c2nnc(CS(=O)(=O)c3ccccc3)o2)cc1OC,0,-1%,-5%,.,-16,0%,.,9%,-9,-7
Cc1cccc(N(CC(=O)NCC2CCCO2)C(=O)CCC(=O)Nc2cc(C)on2)c1 (stereo not drawn),0,-1%,-9%,-1%,-4,1%,-4%,-6%,-19,1
COc1ccccc1NC(=O)c1ccc2c(c1)CCN2S(C)(=O)=O,0,-2%,-4%,-3%,-18,3%,3%,-1%,-6,2
CN(C)CCCN(Cc1ccccc1)C(=S)Nc1ccc(F)c(Cl)c1,0,5%,-12%,7%,-6,-3%,-2%,-15%,2,0
Cn1c(=O)c2c(nc(NCCCO)n2Cc2cccc(C(F)(F)F)c2)n(C)c1=O,-2,-1%,-3%,-4%,-24,-4%,0%,-4%,1,-11
Cc1cccc(CSc2nnc(-c3ccco3)o2)c1,-1,0%,-19%,2%,-9,33%,3%,-14%,32,-5
c1ccc(C2Nc3ccccc3-c3nc4ccccc4n32)cc1 (stereo not drawn),-1,.,1%,21%,0,5%,0%,15%,13,-6

# Among those listed so far, 7 contain an aryl methoxy group.
SMILES,FBPA coupling cs,TCR activator,Tb PFK inh,CXXC DNA block,Giardia killer,AT treatment,GALK inh,BCR signal inh,TSHR antag,hERG WT inh
COc1ccc(C2(O)CCN(C(=O)NC3CCCCC3)CC2)cc1,4,0%,-6%,0%,7,-2%,1%,?,-4,-1
COc1ccc(NC(=O)CN2C(=O)COc3ccc(S(=O)(=O)N4CCCCC4)cc32)c(OC)c1,2,-5%,4%,-2%,-16,5%,11%,-3%,-3,-2
COc1cccc(CNC(=O)C2CCN(S(=O)(=O)N3CCC(C)CC3)CC2)c1,2,-2%,-1%,2%,-2,2%,6%,13%&-10%,2,1
COc1cccc(OC)c1OCCNCC1CSc2ccccc2O1 (stereo not drawn),.,-6%,.,19%,6,.,.,.,-12,18
COc1ccccc1C(CNC(=O)c1cccc(NS(=O)(=O)c2ccc(C)c(F)c2)c1)N1CCCC1 (stereo not drawn),.,-1%,0%,.,-1,5%,.,6%,-5,21
CCOc1ccc(CNC(=O)c2nnc(CS(=O)(=O)c3ccccc3)o2)cc1OC,0,-1%,-5%,.,-16,0%,.,9%,-9,-7
COc1ccccc1NC(=O)c1ccc2c(c1)CCN2S(C)(=O)=O,0,-2%,-4%,-3%,-18,3%,3%,-1%,-6,2

# Screening data deposited in PubChem by National Center for Advancing Translational Sciences (NCATS).
